PfHsp40 rescue – restores yeast growth despite PfHsp40 toxicity. S. cerevisiae expressing PfHsp40, growth rescue, ATP luminescence. growth rescue, % at 12.5 µM. hit rate 0.68% among 340,000; in the data active = growth rescue above about 28%, passing the limit was not always enough;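 note: yeast W303a lacking pdr1 and pdr3 grown in galactose medium; growth measured after three days at 30 °C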
BoNT F protease – inhibitors of Botulinum neurotoxin F light chain protease; Multiplex microsphere protease cleavage assay, flow cytometry; inhibition, % at 10 µM; hit rate 0.22% among 360,000; AID 588497; in the data active = inhibition above about 35%, passing the limit was not always enough; note: plate controls were buffer without enzyme for full effect and enzyme alone for no effect
FadD28 FP inh – inhibitors of Mycobacterium tuberculosis FadD28 bisubstrate binding. FadD28 bisubstrate probe binding, fluorescence polarization. inhibition, % at 12.5 µM. hit rate 0.22% among 360,000. AID 588549; in the data active = inhibition above about 8.5%, passing the limit was not always enough
UGM FP inh – blocks M. tuberculosis UGM enzyme; P9WIQ1; AID 504406; purified UGM, fluorescence polarization probe displacement; hit rate 0.06% among 320,000; inhibition, % at 10 µM; in the data active = inhibition above about 10%, passing the limit was not always enough
BioA inh – blocks M. tuberculosis BioA enzyme activity; purified M. tuberculosis BioA enzyme, plate reader; inhibition, % at 9.99 µM; hit rate 0.096% among 360,000; AID 602481; in the data active = inhibition above about 40%
GDH-TPI inh – GDH-TPI coupled enzyme inhibition counter-screen; GDH-TPI coupled enzyme counterscreen, NADH absorbance; inhibition, % at 4.8 µM; hit rate 1.2% among 360,000; in the data active = inhibition above about 30%;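 note: 0% = DMSO wells and 100% = wells lacking the enzyme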
BoNT-A LC inh2 – inhibitors of Botulinum neurotoxin A light chain protease; multiplex microsphere protease substrate cleavage, flow cytometry; inhibition, % at 10 µM; hit rate 0.17% among 360,000; note: plate controls were buffer without enzyme for full effect and enzyme alone for no effect
FBA Mtb inh – Mtb fructose-bisphosphate aldolase inhibition. purified M. tuberculosis FBA, fluorescence read-out. inhibition, % at 1 µM. hit rate 2.3% among 360,000; in the data active = inhibition above about 27%;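 note: 0% = vehicle and 100% = reference inhibitor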
Anthrax LF prot – blocks Bacillus anthracis lethal factor protease; hit rate 0.12% among 360,000; inhibition, % at 10 µM; multiplex microsphere protease cleavage assay, LF; AID 588501; note: plate controls were buffer without enzyme for full effect and enzyme alone for no effect
Target sequence (P15917 whole entry, looked up): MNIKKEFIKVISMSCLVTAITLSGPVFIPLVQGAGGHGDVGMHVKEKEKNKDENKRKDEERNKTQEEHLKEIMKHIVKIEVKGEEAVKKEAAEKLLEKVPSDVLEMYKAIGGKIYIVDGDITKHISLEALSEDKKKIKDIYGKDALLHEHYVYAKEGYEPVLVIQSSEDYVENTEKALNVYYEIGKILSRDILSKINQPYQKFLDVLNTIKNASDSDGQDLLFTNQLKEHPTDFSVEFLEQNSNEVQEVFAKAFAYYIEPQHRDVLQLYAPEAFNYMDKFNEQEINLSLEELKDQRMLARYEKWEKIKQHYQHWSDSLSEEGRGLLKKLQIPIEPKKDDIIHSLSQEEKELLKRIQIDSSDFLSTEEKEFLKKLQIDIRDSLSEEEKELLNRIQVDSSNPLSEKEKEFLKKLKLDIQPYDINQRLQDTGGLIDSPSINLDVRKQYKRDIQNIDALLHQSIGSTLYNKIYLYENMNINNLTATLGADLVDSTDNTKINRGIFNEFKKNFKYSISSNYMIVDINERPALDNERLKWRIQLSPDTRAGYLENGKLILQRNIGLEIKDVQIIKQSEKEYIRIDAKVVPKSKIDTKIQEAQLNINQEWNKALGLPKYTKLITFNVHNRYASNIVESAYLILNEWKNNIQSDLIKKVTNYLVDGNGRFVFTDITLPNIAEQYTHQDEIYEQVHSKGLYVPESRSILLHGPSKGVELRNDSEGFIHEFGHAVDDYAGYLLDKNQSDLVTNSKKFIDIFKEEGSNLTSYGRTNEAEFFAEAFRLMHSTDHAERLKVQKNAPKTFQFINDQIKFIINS
* hit, by the source's call; / = no result given; & = joins results of further samples. Cut-off read from the data, not from the text of the source, unless noted: active = inhibition above about 30%; inconclusive = no clear call, values can overlap the other calls; inactive = below that. Random draw from the library, and some 4.7% of all compounds hit somewhere here.

SMILES	PfHsp40 rescue	BoNT F protease	FadD28 FP inh	UGM FP inh	BioA inh	GDH-TPI inh	BoNT-A LC inh2	FBA Mtb inh	Anthrax LF prot
COc1ccccc1NC(=O)N1CCCC1C(=O)NCc1ccccc1 (stereo unspecified)	-0.8	-2	-4.6	-1.8	-1.6	0	0.2	3	2
Nc1nc(SCC(=O)N2CCCCCC2)[nH]c(=O)c1NC(=O)c1ccco1	-0.5	-4	-0.7	5.7	-1.7	8	0.6	-1	3
Cc1ccc(C(=O)Nc2ccc(SC(F)F)cc2)s1	0.9	1	-2.8	-0.5	1.2	4	-0.9	0	-1
COC(=O)C1=NN(c2ccccc2)C2C(=O)N(c3ccccc3OC)C(=O)C12 (stereo unspecified)	-0.1	-3	-2.0	0.0	-0.9	21	0.2	14	0
C[C@]12CCC3C(CC[C@H]4C[C@H](N)CC[C@]34C)C1CC[C@H]2O (stereo partly specified)	-1.5	-29	0.4	0.0	-0.2	15	2.6	7	-4
Cc1c(Cl)cccc1NC(=O)CS(=O)(=O)c1ccccc1	-1.2	8	0.8	1.4	-0.9	4	-1.4	-1	-10
CCN(C(=O)COC(=O)CCOc1ccc(C(C)(C)C)cc1)c1c(N)n(Cc2ccccc2)c(=O)[nH]c1=O	-1.7	-6	-0.6	/	6.7	9	-0.3	1	-4
Nc1nc(-c2cccnc2)nn1C(=O)CCc1ccccc1	0.1	-1	-2.6	-2.5	/	0	0.4	2	-5
COc1ccc(CC(=O)NCc2nn(-c3ccccc3)nc2C)cc1OC	-0.1	-1	-0.3	5.0	/	4	-0.4	3	4
CCOC(=O)N1CCC2(CC1)C(C#N)=C(N)OC1=C2C(=O)CC(C)(C)C1	0.0	-3	0.0	-0.4	/	10	-0.3	-1	-3
Cc1ccc(-c2noc(CCC(=O)NCc3ccccc3CN3CCOCC3)n2)cc1	0.8	-2	-0.1	-2.4	-1.6	3	0.2	2	7
Cc1nc(SCC(=O)N2CCN(c3ccccn3)CC2)c(C#N)c(C)c1C	1.2	3	-1.4	0.0	7.4	-1	-0.4	-2	-2
COc1ccc(C2CC(c3cccs3)=NN2C(=O)CSC2=NCCS2)cc1 (stereo unspecified)	2.4	-4	-4.1	-1.0	0.5	-8	3.2	11	4
CCOC(=O)C1=C(C)C/C(=N\NC(=O)c2ccccc2O)CC1	2.0	-10	-2.2	-1.7	/	27	-0.7	2	-2
Cc1ccc(S(=O)(=O)N2CCOCC2)cc1NC(=O)CSc1nnnn1C	3.2	-4	-5.1	-2.7	0.4	-12	-0.8	-1	-4
CC(NC(=O)CN(Cc1ccccc1)S(=O)(=O)c1ccccc1)c1cccnc1 (stereo unspecified)	-1.4	/	-1.8	-3.4	-1.4	7	/	4	/
Cn1c(=O)c2c(nc(N3CCCC3)n2C)n(C)c1=O	0.3	-6	-0.1	0.8	-1.4	7	-6.1	0	12
CC(C)CCOc1ccc(C(=O)C[N+]2(C)CCOCC2)cc1	-2.0	-3	-1.6	-0.4	/	12	0.2	6	-2
CCN(C(=O)COC(=O)CNC(=O)c1sc2ccccc2c1Cl)C1CCCCC1	-0.6	-5	-1.0	3.0	/	4	-2.5	0	-2
O=C(O)CCCC(=O)Nc1cccc(C(F)(F)F)c1	-2.6	-4	-3.4	-2.0	-1.7	-9	0.6	-14	1
C[C@]12CC[C@H](O)CC1=CCC1C2CC[C@@]2(C)C1CC[C@@H]2NC(=O)[C@@H](N)CO (stereo partly specified)	-0.6	-2	-3.0	/	/	-1	0.0	2	1
COc1ccc(N2CC(C(=O)N[C@@H](C)C(=O)N3CCCCC3)CC2=O)cc1 (stereo partly specified)	-0.4	9	-1.1	0.7	-0.9	15	1.6	3	-1
Cc1cc(Cl)ccc1OCCCC(=O)NCCCn1ccnc1	-0.4	3	-1.6	-0.7	/	6	-1.2	-5	-1
CCNC(=S)N/N=C/c1cccc(OCc2c(F)cccc2Cl)c1	-0.5	-3	-2.9	-0.1	-0.4	14	-0.6	-3	-1
Cc1ccc(OCC(=O)Nc2nc(C)c(Cl)cc2Cl)c([N+](=O)[O-])n1	1.2	-8	-0.4	-2.0	0.1	-5	-4.1	0	-6

The list continues:
SMILES	PfHsp40 rescue	BoNT F protease	FadD28 FP inh	UGM FP inh	BioA inh	GDH-TPI inh	BoNT-A LC inh2	FBA Mtb inh	Anthrax LF prot
O=C(O)c1ccc(NCc2ccc3c(c2)OCO3)cc1	0.6	-35	0.4	0.6	-7.3	-4	-0.9	-1	2
C[C@H](CO)N1C[C@H](C)[C@@H](CN(C)S(=O)(=O)c2ccccc2)Oc2c(NC(=O)c3ccncc3)cccc2C1=O	-1.0	1	0.8	0.4	0.8&0.0	-1	-0.1	3	-3
COc1cccc(-c2cc(C(=O)Nc3cc(OC)c(OC)c(OC)c3)no2)c1	-0.1	-36	-2.1	3.0	-0.4	7	-4.4	3	-7
Cc1nc(C)c(C(=O)Nc2nc3c(C)cccc3s2)o1	-0.5	5	-0.8	-1.4	13	0	2.2	-2	-1
O=C(CSc1cccc[n+]1[O-])N1CCc2ccccc21	2.8	-8	-0.7	-2.0	0.2	-1	-0.5	3	-1
CCC(=O)c1ccc(OCC(=O)N(CC)CC(=O)Nc2ccccc2OC)cc1	-0.4	0	-1.6	0.2	-0.8	-2	2.7	-1	-2
CC1(C)CC(=O)C=C(c2ccc(-c3cccc(C(N)=O)c3)cc2)C1=O	/	-1	-3.5	/	0.2	18	0.4	-4	3
Cc1ccc(Nc2nc(-c3ccccc3)c(CC(=O)O)s2)cc1	/	-3	-1.9	-1.6	/	-3	0.8	-7	-9
O=C(CCCN1C(=O)c2ccccc2C1=O)NCC1CCCO1 (stereo unspecified)	0.2	1	0.3	2.7	-1.7	16	1.4	-3	1
CCOC(=O)N1CCN(C(=O)CSCC(=O)N=c2sc3ccccc3n2C)CC1	-0.3	0	-3.1	1.4	-0.5	2	-0.1	2	-1
Clc1ccc(-n2ncc3c(NCc4cccnc4)ncnc32)cc1Cl	-0.3	16	-3.5	-0.9	0.4	-4	-0.7	0	1
CCN(CC)S(=O)(=O)c1cc(C(=O)NC2CCCCC2)ccc1C	-0.3	-4	-3.7	-1.3	0.6	-10	-0.3	-3	0
COc1ccc(-c2nc(CN3CCCCC3CCc3ccccn3)c(C)o2)cc1 (stereo unspecified)	-0.1	-6	-2.9	2.4	6.0	3	0.9	-3	-4
O=C1CC(C(=O)O)C(c2ccccc2)c2ccccc21 (stereo unspecified)	-1.2	9	0.4	/	-1.7	5	0.1	5	-4
Cc1ccc(NS(=O)(=O)c2cc(C(=O)N3CCc4ccccc4C3)ccc2Cl)cc1	1.8	9	2.6	4.2	-0.7	-1	2.2	1	1
Cc1cc(NC(=O)CCC(=O)N(CC(=O)NCC2CCCO2)c2ccc3c(c2)OCCO3)no1 (stereo unspecified)	-0.5	-21	-2.1	1.0	-1.5	6	-1.7	-2	1
O=[N+]([O-])c1ccccc1OCCOc1ccccc1[N+](=O)[O-]	-1.2	-5	0.5	0.3	/	10	0.1	0	1
Cc1ccc2c(C)c(C(=O)Nc3nnc(C)s3)oc2c1	-0.3	3	-0.7	1.1	8.5	8	-0.7	-1	2
CNC(=O)Cn1c(C)cc(=O)c2cccc(OC)c21	/	9	-1.2	-0.9	0.3	-1	-7.1	26	-1
Cc1ccc(N(C(C)C(=O)N2CCCC2)S(C)(=O)=O)cc1 (stereo unspecified)	-0.9	-30	-2.4	3.3	0.0	4	-4.3	1	-18
O=C1CC(N2CCN(c3ccc(F)cc3)CC2)C(=O)N1Cc1ccc(N2CCCC2=O)cc1 (stereo unspecified)	0.6	22	0.2	/	0.5	0	0.7	0	-1
Cc1nc2nc(Cc3ccccc3)[nH]n2c(=O)c1Cl	-0.5	32	0.2	3.1	-0.5	-7	1.2	29*	3
Cc1cc(OCC(=O)NCc2ccncc2)c2c3c(c(=O)oc2c1)CCCC3	-1.7	2	-3.5	-0.8	21	4	6.0	85*	4
CC(C)(C)NC(=O)NC(=O)COC(=O)Cc1c(F)cccc1Cl	3.3	-7	-0.1	0.9	0.4	-4	0.3	4	-4
Cc1ccc(S(=O)(=O)c2nc(S(C)(=O)=O)sc2N2CCCCC2C)cc1 (stereo unspecified)	0.6	22	0.3	0.2	0.3	7	7.3	0	7

In the list so far, two contain a cyano group:
SMILES	PfHsp40 rescue	BoNT F protease	FadD28 FP inh	UGM FP inh	BioA inh	GDH-TPI inh	BoNT-A LC inh2	FBA Mtb inh	Anthrax LF prot
CCOC(=O)N1CCC2(CC1)C(C#N)=C(N)OC1=C2C(=O)CC(C)(C)C1	0.0	-3	0.0	-0.4	/	10	-0.3	-1	-3
Cc1nc(SCC(=O)N2CCN(c3ccccn3)CC2)c(C#N)c(C)c1C	1.2	3	-1.4	0.0	7.4	-1	-0.4	-2	-2

Results in BioA inh and BoNT F protease, for some of the entries so far:
| Compound | BioA inh | BoNT F protease |
| --- | --- | --- |
| C[C@H](CO)N1C[C@H](C)[C@@H](CN(C)S(=O)(=O)c2ccccc2)Oc2c(NC(=O)c3ccncc3)cccc2C1=O | 0.8&0.0 | 1 |
| Cc1nc(C)c(C(=O)Nc2nc3c(C)cccc3s2)o1 | 13 | 5 |
| CC1(C)CC(=O)C=C(c2ccc(-c3cccc(C(N)=O)c3)cc2)C1=O | 0.2 | -1 |
| COc1ccc(-c2nc(CN3CCCCC3CCc3ccccn3)c(C)o2)cc1 (stereo unspecified) | 6.0 | -6 |
| Cc1ccc(N(C(C)C(=O)N2CCCC2)S(C)(=O)=O)cc1 (stereo unspecified) | 0.0 | -30 |
| Cc1ccc2c(C)c(C(=O)Nc3nnc(C)s3)oc2c1 | 8.5 | 3 |

The list continues:
SMILES	PfHsp40 rescue	BoNT F protease	FadD28 FP inh	UGM FP inh	BioA inh	GDH-TPI inh	BoNT-A LC inh2	FBA Mtb inh	Anthrax LF prot
CC(=O)NCCC(=O)NCc1ccc(F)cc1	-0.4	-4	-0.9	-0.8	0.6	8	0.4	-4	1
CCC(=O)Nc1c2c(nc3c1CCC3)CCCC2	-1.7	2	-3.6	-0.5	-0.4	-6	-0.2	-3	-11
Cn1nc(-c2ccc(Cl)cc2)cc1NC(=O)CCCC(=O)O	/	-6	0.2	-2.5	1.7	-1	-0.6	1	0
O=C(O)c1cc(-c2ccc(Cl)cc2)n(-c2ccc(Cl)cc2)n1	1.3	-8	-3.0	-1.9	/	10	-0.9	3	0
CN(C(=O)CCCN1CCCC1=O)C1CCCN(Cc2ccccc2F)C1 (stereo unspecified)	-1.0	-2	1.0	/	0.1	-3	1.2	1	0
CCC(NC(=O)CCc1c(C)c2cc3c(-c4ccccc4)coc3cc2oc1=O)C(=O)O (stereo unspecified)	2.6	14	-4.1	1.9	3.8	14	1.6	3	5
COc1ccc(C(=O)CSc2nnc(Cn3nnc4ccccc43)n2C)cc1	-0.2	-7	0.1	2.3	0.9	5	-0.8	-3	-5
Cc1nn(C)cc1CN1CCCC(C(=O)c2ccc(-c3ccccc3)c(F)c2)C1 (stereo unspecified)	-0.5	-1	-4.2	-0.2	/	7	-0.6	-5	-1
CS(=O)(=O)N1CCc2cc(C(=O)N3CCCCC3)ccc21	0.3	-16	-3.4	4.1	-0.5	1	-0.6	-3	0
Cc1cc(C)cc(Oc2nc3c(C)cccn3c(=O)c2/C=C(\C#N)C(=O)NC2CCS(=O)(=O)C2)c1 (stereo unspecified)	-1.3	-19	0.6	-1.5	/	10	-1.5	16	-1
CN(C)S(=O)(=O)c1cccc(C(=O)Nc2cc(S(=O)(=O)N3CCOCC3)ccc2N2CCCC2)c1	-1.1	0	-1.4	/	-1.5	12	-0.2	-3	-1
